# D3 ag = agonists of human D3 dopamine receptor; actives 0.58% (n = 410,000); max activation, %; D3R DiscoveRx beta-arrestin cells, luminescence, 90 min; P35462; in the data active means max activation above about 30%; further: 0% is about no effect; mostly tested at two doses, the higher about 12 µM
# Target sequence (P35462 whole entry, looked up): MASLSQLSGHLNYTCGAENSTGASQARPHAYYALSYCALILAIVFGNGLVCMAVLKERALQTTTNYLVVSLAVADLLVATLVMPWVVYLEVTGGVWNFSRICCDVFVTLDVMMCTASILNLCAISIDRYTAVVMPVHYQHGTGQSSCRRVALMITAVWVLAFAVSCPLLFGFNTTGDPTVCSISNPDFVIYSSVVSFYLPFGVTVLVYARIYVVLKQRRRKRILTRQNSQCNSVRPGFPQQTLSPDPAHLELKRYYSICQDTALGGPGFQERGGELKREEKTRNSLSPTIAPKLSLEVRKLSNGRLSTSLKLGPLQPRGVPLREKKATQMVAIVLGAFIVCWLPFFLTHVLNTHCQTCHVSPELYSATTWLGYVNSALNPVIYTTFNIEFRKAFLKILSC
#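 Cells at 1500/well, incubated overnight, then treated with pinned compounds (dopamine as control) for 90 min at 37 degrees C. DiscoveRx reagent added for 30 - 60 minutes at room temperature; luminescence read.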
# HT1080NT lethal = kills 2HG-producing HT-1080-NT fibrosarcoma cells. HT-1080-NT fibrosarcoma viability, CellTiter-Glo ATP luminescence, 48 h. Potency, µM (top dose mostly 46.1 µM), for inactives: at the top dose activity, negative = less viability, hits mostly cytotoxic. actives 1.6% (n = 360,000). AID 686970;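 further: NT is the 2HG producing partner of a matched IDH1 knockdown line; potency means the concentration at half of the fitted maximal effect; 0% = DMSO-treated cells and -100% = media-only wells without cells; nearly all actives have a fitted effect of over 55% in size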
#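 Toxicity toward the 2HG-producing NT line was scored as %Activity, normalised to DMSO and no-cell wells, from CellTiter-Glo luminescence after 48 hours' treatment.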
# KB-V1 cytotox = KB-V1 MDR subline cytotoxicity | KB-V1 MDR cells viability, CellTiter-Glo, 72 h | actives 3.4% (n = 400,000) | Potency, µM (highest dose often 46.1 µM), for inactives: top-dose activity change, negative = cytotoxicity, hits mostly cytotoxic; further: potency means the concentration at half of the fitted maximal effect; on the % scale 0 is the no-effect control and ±100 the full control effect; nearly all actives have a fitted effect of over 60% in size
#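 Cytotoxicity toward P-gp-expressing KB-V1 cells was determined as loss of CellTiter-Glo luminescence after 72 h at 37 degrees C. Compounds were tested in quantitative HTS format across a concentration range, with curves fitted to normalized data.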
# IL-1B inflam inh = blocks inflammasome-driven IL-1 beta release; THP-1 LPS/ATP IL-1B secretion, AlphaLISA, 16 h; active compounds read low; AID 743279; activity change, % at 57.5 µM; actives 4.7% (n = 360,000); in the data active means activity change below about -50%; inconclusive means mostly about -30% to -49%; further: on the % scale 0 is the no-effect control and ±100 the full control effect
#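 THP-1 cells pretreated 1 hr with compounds (up to 57.5 uM final), then stimulated with LPS (250 ng/mL final) plus ATP (1.25 mM final); secreted IL-1B measured by AlphaLISA after 16 hr, decreased signal indicating inhibition.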
# GLP-1R agonist = GLP-1 receptor (human) agonism; P43220; HEK293 GLP-1R CRE-luciferase, luminescence, 4-6 h; cells express a hypersensitive GLP-1R form; Potency, µM (highest dose often 45.6 µM), for the others: top-dose activation, actives largely listed as activators; actives 0.007% (n = 380,000); further: potency means the concentration at half of the fitted maximal effect; % of control where 0% means no effect
# Target sequence (P43220 whole entry, looked up): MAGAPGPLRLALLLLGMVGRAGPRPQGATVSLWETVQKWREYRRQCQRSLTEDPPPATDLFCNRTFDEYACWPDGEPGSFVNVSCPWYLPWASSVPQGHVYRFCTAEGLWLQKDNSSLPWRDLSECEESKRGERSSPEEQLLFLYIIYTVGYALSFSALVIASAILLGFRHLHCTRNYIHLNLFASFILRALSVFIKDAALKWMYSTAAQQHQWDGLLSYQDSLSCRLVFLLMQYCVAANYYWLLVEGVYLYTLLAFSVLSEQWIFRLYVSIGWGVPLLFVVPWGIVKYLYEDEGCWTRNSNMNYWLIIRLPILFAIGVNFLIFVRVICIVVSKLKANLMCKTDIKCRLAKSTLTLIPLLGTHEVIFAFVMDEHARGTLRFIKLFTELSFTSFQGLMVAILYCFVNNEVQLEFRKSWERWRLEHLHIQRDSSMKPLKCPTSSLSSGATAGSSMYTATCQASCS
# KB-3-1 tox = KB-3-1 parental cell cytotoxicity; actives 1.4% (n = 400,000); Potency, µM (top dose mostly 46.1 µM), for inactives: at the highest dose activity change, negative = cytotoxic, hits mostly cytotoxic; KB-3-1 viability, CellTiter-Glo ATP luminescence, 72 h; further: potency means the concentration at half of the fitted maximal effect; on the % scale 0 is the no-effect control and ±100 the full control effect; nearly all actives have a fitted effect of over 60% in size
#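 Parental KB-3-1 adenocarcinoma cells in phenol-red-free DMEM with 10% FBS were pin-treated with compounds at several concentrations, incubated 72 h at 37 °C, and viability read by CellTiter-Glo luminescence; concentration-effect curves were fitted after normalization.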
# SW480 rereplic = DNA re-replication induction in SW480 cells; SW480 DNA re-replication, Hoechst DNA content imaging, 48 h; Potency, µM (titrated, usually from 46.1 µM), for the others: top-dose re-replication activation, most hits filed as activators; actives 1.8% (n = 340,000); AID 624297; further: potency means the concentration at half of the fitted maximal effect; % of control where 0% means no effect; nearly all actives have a fitted effect of over 55% in size
#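 250 cells/well; 23 nL cpd via pin tool; 48 hr, 37 C, 5% CO2; Hoechst 40 min; imager read of total nuclear intensity, ex 405/em 500-530 nm.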
# DRD3 antagonist = antagonists of human D3 dopamine receptor | max response, negative = inhibition, % | P35462 | D3R cells, DiscoveRx beta-arrestin luminescence, antagonist mode; active compounds read low | actives 2.5% (n = 360,000); in the data active means max response below about -50%; inconclusive means no clear call, values can overlap the other calls; further: on the % scale 0 is the no-effect control and ±100 the full control effect; mostly tested at two doses, the higher about 12 µM
#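 Cells plated overnight at 1500 cells/well, then exposed to library compounds with dopamine controls for 90 minutes at 37 degrees C. DiscoveRx reagent added for 30–60 minutes at room temperature; luminescence read, quantitative HTS format.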
# HT1080 IDH1KD tx = toxicity to HT-1080 IDH1 knockdown cells (counter line) | HT-1080 IDH1 knockdown viability, ATP luminescence, 48 h | Potency, µM (series often up to 46.1 µM), for the others: top-dose activity, negative = toxicity, actives largely listed as cytotoxic | actives 2% (n = 360,000);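 further: potency means the concentration at half of the fitted maximal effect; 0% = DMSO wells and -100% = cell-free medium wells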
#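 Using the IDH1-knockdown HT-1080 line run in the same batch and compound series as the NT line, viability after 48 h at 37 °C was determined by CellTiter-Glo luminescence and expressed as % activity.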
# Numbers without * were called inactive; ? = inconclusive; nt = no result given; [ ] = another dose, or the depositor's remark. Unless noted, the call rests on the fitted dose curve; in most records, active means well fitted curve in the direction sought with a large enough effect; inconclusive means small, poorly fitted or top-dose-only effect, or another doubt; inactive means no such curve, though single readings can be large; an effect the other way counts as inactive or inconclusive.
# Below each SMILES – D3 ag	HT1080NT lethal	KB-V1 cytotox	IL-1B inflam inh	GLP-1R agonist	KB-3-1 tox	SW480 rereplic	DRD3 antagonist	HT1080 IDH1KD tx
CN(C)C(=O)c1ccc(NC(=O)c2cccc(S(=O)(=O)N3CCCCCC3)c2)cc1
 : -2	-1%	?	37	11%	-11%	-5%	-4	-9%
CC(C)[C@H](NC(=O)c1ccc(C(C)(C)C)cc1)C(=O)N1CCN(Cc2ccc3c(c2)OCO3)CC1
 : 9	?	?	-72*	8%	?	?	-4	18µM*
Cn1c(=O)cc(N2CCCCC2)[nH]c1=O
 : -2	0%	9%	-5	-3%	7%	-4%	-14	1%
Cc1ccc(C(=O)OCC(=O)NC2CCCCCC2)c(C)c1
 : -4	13%	-16%	-1	21%	-2%	-597%[inhibitor]	13	-1%
COc1c2ccc(C(=O)NCCCCc3ccccc3)cc2nn1C
 : 3	9%	?	-4	-1%	6%	5%[9.22 µM]	0	8%
N#CC1=C(N)OC2=C(C(=O)CCC2)C1c1cc2c(cc1Br)OCO2 (centres undefined)
 : -4	-4%	10%	-10	0%	-1%	-2%	-10	-2%
O=C(NCC1CCCO1)c1cc2ccccc2o1 (centres undefined)
 : 0	-3%	0%	18	22%	1%	5%	-7	15%
Cc1nn(-c2nc3ccccc3n2Cc2ccccc2)c2c1C(=O)CC(C)(C)C2
 : -20	-25%	21µM*	2	-4%	?	10%	?	-4%[9.24 µM]
CCC(Sc1ncccc1C(=O)OC(C)C)C(=O)N1CCOCC1 (centres undefined)
 : -7	7%	-11%	20	-2%	-6%	-2%	10	-1%
Cc1c(NC(=O)COC(=O)COc2ccc(Nc3ccccc3)cc2)c(=O)n(-c2ccccc2)n1C
 : 5	11%	5%	5	3%	3%	-8%	1	6%
CCOc1c2ccc(C(=O)NCc3cc(C(F)(F)F)cc(C(F)(F)F)c3)cc2nn1C
 : 13	-12%	0%	0	3%	12%	3%	?	-14%
COC(=O)C1=C(C)Nc2nnnn2C1c1ccco1 (centres undefined)
 : -11	18%	11%	-8	19%	11%	-3%	0	10%
O=C(Nc1ccc(Cl)cc1)c1ccc2c(=O)n3c(nc2c1)CCCCC3
 : 3	-14%	-2%	29	1%	-12%	-2%	23	-6%
Cc1cccc2c(C(=O)O)c3c(nc12)CCCCC3
 : 6	13%	12%	24	-3%	25%	-1%	2	15%
CN(CCOc1ccccc1)CC(O)COc1ccccc1 (centres undefined)
 : -11	-6%	-16%	-10	9%	-11%	4%	-74*	-9%
C[C@]12c3[nH]c4ccc(Cl)cc4c3CCN1C(=O)[C@@H](CC(=O)NCc1ccco1)C[C@@H]2C(=O)N1CCCCC1
 : -14	-11%	0%	-55*	-5%	0%	13%	?	?
O=C(CCC(=O)N1CCSc2ccccc21)Nc1cccc(F)c1
 : -5	-8%	4%	-5	-2%	1%	-7%	1	12%
Cc1cc(C)c2c(-n3cccc3)nn(CC#N)c2n1
 : 3	5%	12%	3	14%	9%	-4%	5	2%
CCOC(=O)C1CCCN(S(=O)(=O)c2cnc(Cl)c(Br)c2)C1 (centres undefined)
 : 2	-1%	?	-8	-2%	-1%	1%	-20	0%
CCCOc1ccc(-c2c(C(=O)N/N=C/c3cccnc3)nnn2-c2nonc2N)cc1
 : 4	12%	?	24	13%	0%	-4%	25	6%
CO/N=C(\c1ccccc1)c1cccnc1
 : -5	-3%	0%	1	-2%	0%	0%	9	-10%
Cc1nc(N2CCN(C(=O)c3ccco3)CC2)c2c3c(sc2n1)CC(C)CC3 (centres undefined)
 : 2	-16%	8.2µM*	-7	15%	-21%	-169%[inhibitor]	12	?
CCOC(=O)c1cccc(NC(=O)c2ccc3snnc3c2)c1
 : 2	nt	?	nt	1%	-28%	nt	nt	nt
COc1cc(-c2cc(C(=O)Nc3ccncc3)c3ccccc3n2)cc(OC)c1OC
 : 9	1%[9.24 µM]	?	-50*	10%	-38%	29%	43	-1%
O=C(NNC(=O)c1cccnc1SCc1cccc([N+](=O)[O-])c1)c1ccc(F)cc1
 : -23	-18%	16µM*	-1	5%	?	2%	-14	-11%
CCC(OC(=O)CNS(=O)(=O)c1ccccc1)C(=O)c1ccccc1 (centres undefined)
 : -6	0%	-11%	-6	8%	6%	12%	-18	1%
CC(C(=O)NCc1cccs1)n1cccc1 (centres undefined)
 : 6	23%	11%	2	-3%	1%	0%	2	16%
Cc1cc(C)n(CC2CC(=O)N(c3ccc(F)c(Cl)c3)C2=O)n1 (centres undefined)
 : -4	-3%	3%	7	-4%	-1%	-2%	-18	7%
O=C(c1ccccc1)N1CCN(C(=O)C23CC4CC(CC(C4)C2)C3)CC1
 : -2	12%	-1%	-27	-2%	21%	-9%	18	8%
Cc1cccc(C)c1NC(=O)CSc1nnc(C2CCCCC2)o1
 : 9	11%	11%	12	10%	10%	5%	10	15%

# (continued)
# Below each SMILES – D3 ag	HT1080NT lethal	KB-V1 cytotox	IL-1B inflam inh	GLP-1R agonist	KB-3-1 tox	SW480 rereplic	DRD3 antagonist	HT1080 IDH1KD tx
COc1ccc(NC(=O)Nc2cccc3c2O[C@H](CN(C)S(=O)(=O)c2ccc(F)cc2)[C@@H](C)CN([C@H](C)CO)C3=O)cc1
 : 6	0%	0%	-20	6%	?	0%	10	-9%
COc1ccccc1OCCn1cc(C(=O)C(C)C)c2ccccc21
 : 1	0%	-3%	42	-5%	0%	13%	1	-2%
Cc1cccc(CSc2ccc(-c3ccco3)nn2)c1
 : 6	4%	2%	-7	2%	6%	-5%	0	5%
OCC1(Cc2ccccc2)CCCN(Cc2cnn(-c3ccccc3)c2)C1 (centres undefined)
 : -16	-13%	-15%	?	12%	-14%	?	?	-20%
COc1ccccc1N1CCN(C(=O)c2ccc(C(C)(C)C)cc2)CC1
 : -9	?	?	-11	-9%	?	?	-22	?
Cc1ccc(S(=O)(=O)c2nnn3c2nc(NC2CCN(Cc4ccccc4)CC2)c2ccccc23)cc1C
 : 3	-3%	10%	-7	4%	-9%	-12%	-10	-16%
CCCCn1c(N)c(N(CCOC)C(=O)c2ccc(Cl)c(S(=O)(=O)N3CCCCC3)c2)c(=O)[nH]c1=O
 : -3	-1%	23%	6	-3%	1%	12%	4	1%
CN1CCN(S(=O)(=O)c2cccc(C(=O)Oc3ccccc3Cl)c2)CC1
 : 3	13%	-3%	10	-8%	1%	3%	13	9%
OC1(c2ccc(Br)cc2)CN(c2ccccc2)C2=[N+]1CCS2 (centres undefined)
 : -8	-6%	?	0	10%	?	9%	-24	-7%
CCOC(=O)N1CCN(C(=O)c2ccc3c(c2)N(CC)CCS3)CC1
 : 8	-11%	33%	-6	-3%	4%	3%	24	3%
C=CCOc1cccc(CNCCCN2CCOCC2)c1
 : 7	-11%	-9%	-2	1%	-5%	2%	-11	-3%
CCOC(=O)C1=C(C)NC(=O)N(C(C)=O)C1c1ccc(Cl)cc1 (centres undefined)
 : 17	8%[9.24 µM]	-4%	7	9%	5%	-4%	12	-24%
CNC(=O)c1ccsc1NC(=O)CCS(=O)(=O)c1ccc(F)cc1
 : 11	3%	0%	4	-8%	-2%	8%	-3	4%
CC(C)(C)Sc1ccc(/C=N/O)cc1[N+](=O)[O-]
 : -6	-15%	23µM*	-16	26%	-15%	2%	1	-19%
COc1ccc(Oc2ccc(C(F)(F)F)cc2NC(=O)c2ccc(OC)cc2)cc1
 : -10	-8%	-6%	-16	-5%	0%	-2%	-25	-5%
COc1ccc2cc(C(=O)Nc3ccc(F)cc3)sc(=O)c2c1OC
 : -2	-4%	-17%	1	-14%	-24%	13%	3	-13%
O=C(/C=C/c1cccc(Cl)c1)c1nc2ccccc2[nH]1
 : -6	?	-25%	-17	-23%	?	?	-56*	?
COc1ccc(NC(=O)CSc2nn3c(=O)c(C)nnc3s2)cc1
 : -4	2%	25%	16	-3%	5%	-8%	13	5%

# Among those listed so far, these have an aryl methoxy group.
# Below each SMILES – D3 ag	HT1080NT lethal	KB-V1 cytotox	IL-1B inflam inh	GLP-1R agonist	KB-3-1 tox	SW480 rereplic	DRD3 antagonist	HT1080 IDH1KD tx
COc1c2ccc(C(=O)NCCCCc3ccccc3)cc2nn1C
 : 3	9%	?	-4	-1%	6%	5%[9.22 µM]	0	8%
COc1cc(-c2cc(C(=O)Nc3ccncc3)c3ccccc3n2)cc(OC)c1OC
 : 9	1%[9.24 µM]	?	-50*	10%	-38%	29%	43	-1%
COc1ccc(NC(=O)Nc2cccc3c2O[C@H](CN(C)S(=O)(=O)c2ccc(F)cc2)[C@@H](C)CN([C@H](C)CO)C3=O)cc1
 : 6	0%	0%	-20	6%	?	0%	10	-9%
COc1ccccc1OCCn1cc(C(=O)C(C)C)c2ccccc21
 : 1	0%	-3%	42	-5%	0%	13%	1	-2%
COc1ccccc1N1CCN(C(=O)c2ccc(C(C)(C)C)cc2)CC1
 : -9	?	?	-11	-9%	?	?	-22	?
COc1ccc(Oc2ccc(C(F)(F)F)cc2NC(=O)c2ccc(OC)cc2)cc1
 : -10	-8%	-6%	-16	-5%	0%	-2%	-25	-5%
COc1ccc2cc(C(=O)Nc3ccc(F)cc3)sc(=O)c2c1OC
 : -2	-4%	-17%	1	-14%	-24%	13%	3	-13%
COc1ccc(NC(=O)CSc2nn3c(=O)c(C)nnc3s2)cc1
 : -4	2%	25%	16	-3%	5%	-8%	13	5%

# Compound activity: PubChem BioAssay, National Center for Advancing Translational Sciences (NCATS)
